Bioassay records deposited in PubChem BioAssay by Broad Institute.
T cruzi growth – inhibitors of T. cruzi proliferation. T. cruzi beta-gal in NIH3T3, GalScreen luminescence, 90 h. inhibition, % at 8.34 µM. hit rate 5.9% among 77,000;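 active means mean inhibition above about 93%, with at least 55% of replicates each passing it, limit read from the data, passing the limit was not always enough; inconclusive means only one of those two conditions holds; inactive means neither condition holds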
GASC1 inh – blocks human GASC-1 (KDM4C) demethylase activity; hit rate 0.15% among 96,000; inhibition, % at 12.5 µM; GST-KDM4C 2-372, H3K9me3 peptide, LANCE TR-FRET; Q9H3R0; AID 720574;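 active means mean replicate inhibition above about 25%, with at least 55% of replicates also reaching it, limit read from the data, passing the limit was not always enough; inconclusive means only one of those two conditions met; inactive means neither condition met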
Target sequence (Q9H3R0 2-372 limits assumed): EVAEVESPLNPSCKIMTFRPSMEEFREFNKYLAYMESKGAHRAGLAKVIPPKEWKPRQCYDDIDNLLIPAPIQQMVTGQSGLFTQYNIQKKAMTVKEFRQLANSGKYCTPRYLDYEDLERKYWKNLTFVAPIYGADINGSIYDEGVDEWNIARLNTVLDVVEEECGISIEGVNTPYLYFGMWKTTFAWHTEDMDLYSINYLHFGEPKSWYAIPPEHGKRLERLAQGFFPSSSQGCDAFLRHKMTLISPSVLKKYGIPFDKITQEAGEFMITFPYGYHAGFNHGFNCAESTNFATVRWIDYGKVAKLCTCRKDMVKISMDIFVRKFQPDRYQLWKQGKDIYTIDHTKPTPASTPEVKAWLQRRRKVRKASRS
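System: N-terminal GST-fused human GASC-1 (KDM4C) fragment, residues 2-372 / Amount: 10 nM GST-KDM4C in enzyme reaction / Also added: H3K9me3 peptide with Fe(II)/2OG / Times: 30 min demethylation and 1 h detection at room temperature / Signal: LANCE TR-FRET / Read-out basis: Fall in 671/618 emission ratio as inhibition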
Pf Dd2 inh – inhibitors of Plasmodium falciparum Dd2 growth; P. falciparum Dd2 growth, SYBR Green, 72 h; active compounds read low; activity change, % at 10 µM; hit rate 2.3% among 94,000; AID 1159554; in the data active means activity change below about -80%; inconclusive means no clear call, values can overlap the other calls
C diff HTS – inhibitors of Clostridium difficile growth | Clostridium difficile clinical isolate growth, OD600, 24 h; active compounds read low | growth activity, negative = inhibition, % at 16 µg/mL (by protocol) | hit rate 0.25% among 86,000;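 active means mean growth activity at or below -80% and every replicate also at or below -80%; inconclusive means mean at or below -80% but some replicate above -80%; inactive means mean growth activity above -80%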;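 further: 0% = DMSO wells and -100% = levofloxacin 16 µg/mL wells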
* marks the source's active call; other numbers are inactive results; ? = inconclusive; . = no result given; & = joins results of further samples; ! = not confirmed by another sample.

Results follow in this order: T cruzi growth	GASC1 inh	Pf Dd2 inh	C diff HTS
[1] CN(C)CC(=O)N1CC[C@@H]2[C@H]1c1cc(-c3ccccc3F)ccc1N(C)[C@@H]2CO
  112.8*	1.9	-15.7	-1.4
[2] CC(C)NC(=O)N(C)C[C@@H]1Oc2ccc(N(C)C)cc2CC(=O)N([C@@H](C)CO)C[C@@H]1C
  5.8	13.4	0.4	3.0
[3] C[C@@H]1CN([C@@H](C)CO)C(=O)Cc2cc(NS(=O)(=O)c3cccs3)ccc2O[C@H]1CN(C)S(=O)(=O)c1cccs1
  30.9	0.2	-5.7	.
[4] CO[C@@H]1CN(C)C(=O)c2cc(NC(=O)NC(C)C)ccc2OC[C@H](C)N(Cc2ccccc2)C[C@H]1C
  34.6	3.8	-61.8	.
[5] O=C(NCC[C@@H]1CC[C@H](NC(=O)C2CCC2)[C@H](CO)O1)Nc1ccc(Cl)cc1
  .	-0.4	-29.5	-0.8
[6] CO[C@@H]1CN(C)C(=O)c2cc(NC(=O)c3ccccc3)ccc2OC[C@H](C)N(C(=O)CN(C)C)C[C@H]1C
  -60.5	0.5	19.1	-1.1
[7] O=C(C1CCCCC1)N1[C@H](CO)[C@@H]2c3ccccc3N(S(=O)(=O)c3ccccc3)C[C@@H]21
  8.0	-0.6	-7.5	0.6
[8] C[C@@H]1CN([C@H](C)CO)C(=O)c2cccc(NC(=O)c3ccncc3)c2O[C@@H]1CN(C)Cc1ccc(C(F)(F)F)cc1
  29.7	-1.3	13.7	8.0
[9] O=S(=O)(c1ccc(F)cc1)N1CCCCN2[C@@H](CO)[C@H](c3ccc(-c4cncnc4)cc3)[C@@H]2C1
  37.5	0.2	20.9	1.3
[10] C[C@@H]1CN([C@@H](C)CO)C(=O)c2cc(NC(=O)CCCN(C)C)ccc2O[C@@H](C)CCCCO[C@H]1CN(C)Cc1ccccc1
  32.1	2.5	.	3.5
[11] CO[C@@H]1CN(C)C(=O)c2cc(NC(C)=O)ccc2OC[C@H](C)N(Cc2cccc(F)c2)C[C@H]1C
  -42.4	1.4	17.5	-0.3
[12] C[C@H]1CN([C@@H](C)CO)C(=O)c2cc(C3=CCCC3)cnc2O[C@@H]1CN(C)C(=O)C1CCOCC1
  .	3.0	30.2	-3.0
[13] C[C@@H]1CN([C@@H](C)CO)C(=O)c2cccc(NC(=O)c3ccncc3)c2O[C@H]1CN(C)Cc1ccc2c(c1)OCO2
  102.6*	2.7	-8.5	-2.9
[14] CC(C)CC#Cc1ccc2c(c1)O[C@H](CN(C)Cc1ccccc1F)[C@@H](C)CN([C@@H](C)CO)S2(=O)=O
  ?	2.6	-84.7*	.
[15] N#Cc1ccc(-c2ccc(C3[C@H]4CNC[C@@H]3N4S(=O)(=O)c3ccc(-c4ccccc4)cc3)cc2)cc1 (some centres undefined)
  .	-0.6	-67.4	67.8
[16] COc1ccc(S(=O)(=O)N(C)C[C@H]2Oc3ccc(N(C)C)cc3CC(=O)N([C@@H](C)CO)C[C@@H]2C)cc1
  -11.4	0.7	-17.8	-2.7
[17] C[C@@H]1CCCCO[C@@H](CN(C)C(=O)Nc2ccc(C(F)(F)F)cc2)[C@H](C)CN([C@H](C)CO)C(=O)c2cc(NS(=O)(=O)c3ccccc3)ccc2O1
  83.3	-2.6	-51.9	12.1
[18] CN(C)CC#Cc1ccc([C@@H]2[C@@H](CO)N3CCCCN(C(=O)CN(C)C)C[C@@H]23)cc1
  19.3	2.5	-4.5	0.3
[19] C[C@H](CO)N1C[C@H](C)[C@H](CN(C)Cc2ccc(Oc3ccccc3)cc2)Oc2c(NC(=O)C3CCCCC3)cccc2C1=O
  41.2	-1.2	-44.8	.
[20] O=C(C1CC1)N1CC(=O)N2[C@H](C1)[C@H](c1ccc(C#Cc3cccc(F)c3)cc1)[C@@H]2CO
  .	-1.6	-5.6	-22.2

Printed as active in Pf Dd2 inh, among the entries above:
| nr | SMILES | GASC1 inh | Pf Dd2 inh | C diff HTS |
| --- | --- | --- | --- | --- |
| 14 | CC(C)CC#Cc1ccc2c(c1)O[C@H](CN(C)Cc1ccccc1F)[C@@H](C)CN([C@@H](C)CO)S2(=O)=O | 2.6 | -84.7* | . |

Next part.
Results follow in this order: T cruzi growth	GASC1 inh	Pf Dd2 inh	C diff HTS
[21] Fc1cccc(-c2ccc(C3[C@@H]4CN(Cc5cncnc5)C[C@H]3N4)cc2)c1 (some centres undefined)
  .	1.5&-2.7	-86.2*!	2.6&17.8
[22] CC(=O)N(C)C[C@H]1Oc2cc(C3=CCCC3)ccc2S(=O)(=O)N([C@H](C)CO)C[C@@H]1C
  30.1	0.8	.	7.8
[23] CO[C@@H]1CN(C)C(=O)c2ccc(NC(=O)C3CCOCC3)cc2OC[C@@H](C)N(Cc2nccs2)C[C@H]1C
  35.0	-0.5	7.0	.
[24] C[C@@H]1CCCCO[C@@H](CN(C)Cc2ccc3c(c2)OCO3)[C@H](C)CN([C@H](C)CO)C(=O)c2cc(NC(=O)c3ccncc3)ccc2O1
  64.2	0.0	-39.4	-0.5
[25] C[C@@H]1CCCCO[C@H](CN(C)C(=O)c2ccccc2)[C@@H](C)CN([C@H](C)CO)C(=O)c2cc(NC(=O)Nc3ccccc3)ccc2O1
  -61.2	1.8	-5.8	2.0
[26] COCC#Cc1ccc2c(c1)O[C@@H](CN(C)C(=O)c1ccccc1F)[C@H](C)CN([C@@H](C)CO)S2(=O)=O
  33.5	-1.3	-43.5	-0.6
[27] C[C@@H]1CN([C@@H](C)CO)S(=O)(=O)c2ccc(C#CC3(O)CCCC3)cc2O[C@@H]1CN(C)C(=O)Nc1cccc(F)c1
  63.9	1.3	-37.2	20.8
[28] CC1C=NC(S(=O)(=O)N2CC[C@H]3[C@@H](CO)N(C)c4ccc(C#Cc5ccccc5)cc4[C@H]32)=N1 (some centres undefined)
  55.4	1.4	-51.1	5.7
[29] COCC(=O)N1[C@H](CNC(=O)c2ccccn2)[C@H](c2ccccc2)[C@@H]1CO
  26.4	-0.6	5.0	-5.5
[30] COc1ccc(CN(C)C[C@@H]2Oc3c(NS(C)(=O)=O)cccc3C(=O)N([C@H](C)CO)C[C@@H]2C)cc1
  -0.3	0.1	0.7	-2.8
[31] Cc1cccc(-c2ccc([C@H]3[C@H](CO)N4CCCCN(S(=O)(=O)c5cn(C)cn5)C[C@@H]34)cc2)c1
  41.5	-0.6	-7.7	-4.7
[32] C[C@H](CO)N1C[C@H](C)[C@H](CN(C)C)Oc2c(NC(=O)Nc3cccc4ccccc34)cccc2C1=O
  .	2.0	-8.8	-6.5
[33] CCC(=O)N1CC2(C1)CN(C(=O)CC)[C@H](CO)c1[nH]c3cc(OC)ccc3c12
  .	-0.3	27.9	-2.5
[34] O=C([C@@H]1[C@@H](CO)[C@@H]2Cn3c(ccc(-c4ccccc4F)c3=O)[C@H]1N2C(=O)C1CC1)N1CCCCC1
  67.8	-3.1	6.3	0.4
[35] CCCN(C)C[C@H]1Oc2cc(-c3ccncc3)ccc2S(=O)(=O)N([C@H](C)CO)C[C@H]1C
  .	-0.9	-74.8	0.6
[36] C[C@H]1CN([C@@H](C)CO)C(=O)c2cc(NC(=O)C3CCCCC3)ccc2O[C@H]1CN(C)S(C)(=O)=O
  -35.9	0.2	26.2	-0.9
[37] CCN1[C@@H]2c3ccc(-c4ccccc4OC)c(=O)n3C[C@@H]2[C@@H](CO)[C@@H]1C(=O)NCc1ccccc1
  51.8	2.3	5.4	-2.3
[38] Cc1ccccc1-c1ccc([C@H]2[C@H]3CN(C(=O)Nc4ccc(F)cc4)CC(=O)N3[C@H]2CO)cc1
  .	0.1	-71.7	-17.8
[39] Cc1noc(C)c1S(=O)(=O)N(C)C[C@@H]1Oc2ccc(NS(=O)(=O)c3ccccc3)cc2CC(=O)N([C@@H](C)CO)C[C@H]1C
  4.5	-0.1	-7.6	-1.3
[40] CS(=O)(=O)Nc1ccc2c(c1)[C@H]1C[C@@H](CC(=O)NCc3ccc(Cl)cc3)O[C@@H](CO)[C@H]1O2
  66.6	-1.7	0.7	-2.3
[41] COc1ccc(NC(=O)N(C)C[C@@H]2OCCCC[C@H](C)Oc3ccc(NC(=O)C4CCCCC4)cc3C(=O)N([C@H](C)CO)C[C@H]2C)cc1
  -3.6	1.2	-25.0	-4.8
[42] C[C@@H]1CN([C@H](C)CO)C(=O)c2cc(NC(=O)NC3CCCCC3)ccc2O[C@@H](C)CCCCO[C@@H]1CN(C)S(=O)(=O)c1ccccc1
  48.3	-1.5	-70.9	2.8
[43] C[C@H](CO)N1C[C@H](C)[C@H](CN(C)CC2CC2)Oc2ccc(NC(=O)C3CC3)cc2CC1=O
  23.9	-1.4	8.5	-0.2
[44] CCCNC(=O)N1C[C@H](C)[C@H](OC)CN(C)C(=O)c2cc(NC(=O)CCC)ccc2OC[C@@H]1C
  32.4	1.4	-9.9	.
[45] C[C@H](CO)N1C[C@H](C)[C@@H](CN(C)Cc2ccc(C(=O)O)cc2)Oc2ccc(NC(=O)Cc3ccccc3)cc2C1=O
  0.2	0.5	-0.3	-3.3
[46] O=C(C[C@@H]1CC[C@H]2[C@@H](COC[C@H](O)CN2Cc2cccc(F)c2)O1)NCC1CCCCC1
  -35.6	1.0	-0.5	-0.1
[47] O=C(C[C@H]1CC[C@H](NC(=O)c2ccccn2)[C@H](CO)O1)NCc1cccc(F)c1
  0.1	0.0	4.9	4.1
[48] C[C@H](CO)N1C[C@H](C)[C@H](CN(C)S(=O)(=O)c2ccccc2)Oc2ccc(NC(=O)Nc3ccc4c(c3)OCO4)cc2CC1=O
  17.9	-1.0	-10.7	-4.5
[49] COc1ccccc1CNC(=O)C[C@H]1CC[C@@H]2[C@H](COC[C@@H](O)CN2Cc2cccc(-c3ccncc3)c2)O1
  ?	0.5	.	1.9&-10.3
[50] COc1ccccc1C(=O)N1C[C@@H]2[C@H](c3ccccc31)[C@@H](CO)N2C(=O)C1CCOCC1
  10.2	-2.2	4.2	-11.5
[51] CC(C)CC#Cc1cnc2c(c1)C(=O)N([C@@H](C)CO)C[C@@H](C)[C@H](CN(C)C(=O)Nc1cc(F)ccc1F)O2
  115.0*	0.0	-75.6	-7.6
[52] C/C=C/c1ccc([C@@H]2[C@H](CO)N(Cc3ccccn3)[C@H]2CNC(C)=O)cc1
  97.7*	3.4	2.9	1.3
[53] CN(C)CC(=O)N1[C@@H](C#N)[C@@H](c2ccc(-c3ccc(C(=O)N(C)C)cc3)cc2)[C@@H]1CO
  90.3	0.1	20.7	-2.3
[54] N#C[C@H]1[C@@H](c2ccc(C3=CCCC3)cc2)[C@H](CO)N1C(=O)NC1CCCC1
  81.6	6.8	4.5	1.3
[55] O=C(C[C@H]1CC[C@H]2[C@@H](COC[C@@H](O)CN2Cc2ccccc2)O1)NCc1ccccc1Cl
  6.4	-0.6	-1.6	.
[56] C[C@@H]1CCCCO[C@H](CN(C)S(=O)(=O)c2cccs2)[C@@H](C)CN([C@H](C)CO)C(=O)c2cc(N(C)C)ccc2O1
  24.5	-1.8	-3.7	3.0
[57] CN(C)CC(=O)N[C@@H]1CC[C@H](CC(=O)O)O[C@@H]1CO
  .	-1.3	2.2	-2.5
[58] Cc1ccc(S(=O)(=O)N(C)C[C@H]2OCCCC[C@@H](C)Oc3ccc(NC(=O)Nc4ccc(F)cc4)cc3C(=O)N([C@@H](C)CO)C[C@@H]2C)cc1
  .	0.5	?	.
[59] CC(C)N(C[C@@H]1[C@H](c2ccccc2)[C@@H](CO)N1S(C)(=O)=O)C(=O)CN(C)C
  -22.2	5.5	-16.5	2.4
[60] COc1ccc(NC(=O)N(C)C[C@H]2OCCCC[C@H](C)Oc3ccc(N(C)C)cc3C(=O)N([C@@H](C)CO)C[C@@H]2C)cc1
  60.6	1.8	-11.7	-0.2
[61] COc1ccc(NC(=O)Nc2ccc3c(c2)C(=O)N([C@H](C)CO)C[C@H](C)[C@H](CN(C)C(=O)Nc2ccc(C(F)(F)F)cc2)O3)cc1
  -55.1	0.0	-49.0	.
[62] N#C[C@@H]1[C@@H](c2ccccc2C2=CCCCC2)[C@H](CO)N1C(=O)Cc1ccncc1
  .	-0.4	-22.2	-1.1
[63] CNC[C@@H]1Oc2ncc(C#CC3(O)CCCC3)cc2C(=O)N([C@@H](C)CO)C[C@@H]1C
  .	0.4	-8.2	1.0
[64] O=C(C[C@@H]1C=C[C@H](NC(=O)Nc2ccccc2F)[C@H](CO)O1)NCc1ccc(-c2ccccc2)cc1
  -55.4	-1.0	-22.0	.
[65] N#Cc1ccc(-c2ccc3c(c2)[C@H]2[C@H](CCN2C(=O)c2ccccc2F)[C@H](CO)N3)cc1
  88.3	1.3	-7.0	1.6
[66] CCC(=O)N(C)C[C@H]1Oc2cc(-c3ccc(C#N)cc3)ccc2S(=O)(=O)N([C@H](C)CO)C[C@@H]1C
  10.4	-4.3	9.9	-2.0
[67] O=C(Nc1ccc(Cl)cc1)N[C@H]1CC[C@H](CCn2cc(-c3ccccc3F)nn2)O[C@@H]1CO
  53.2	-1.0	-4.8	-0.9
[68] CCCN(C)C[C@@H]1Oc2ncc(Br)cc2C(=O)N([C@H](C)CO)C[C@@H]1C
  -18.8&-3.0	0.9	-17.1&-14.1	8.9&11.3
